HT1080-NT tox: qHTS for induction of synthetic lethality in tumor cells producing 2HG: qHTS for the HT-1080-NT fibrosarcoma cell line. HT-1080-NT fibrosarcoma viability, CellTiter-Glo ATP luminescence, 48 h. Potency, µM (series often up to 46.1 µM), without a hit: at the highest dose activity, negative = less viability, usual class: cytotoxic. 360,000 compounds, 1.6% hits;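 also: NT is the 2HG producing partner of a matched IDH1 knockdown line; potency is read from the fitted curve at half-maximal effect; 0% = DMSO-treated cells and -100% = media-only wells without cells; nearly all actives have a fitted effect of over 55% in size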
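Compounds were tested in concentration-response format on HT-1080-NT cells for 48 hours at 37 degrees C. Cell viability came from CellTiter-Glo luminescence; curves were classified by r2, response magnitude and activity.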
SW480 rerep: A quantitative high throughput screen for small molecules that induce DNA re-replication in SW480 colon adenocarcinoma cells. SW480 DNA re-replication, Hoechst DNA content imaging, 48 h. Potency, µM (top dose mostly 46.1 µM), without a hit: top-dose re-replication activation, usual class: activators. 340,000 compounds, 1.8% hits. AID 624297, 2012; also: potency is read from the fitted curve at half-maximal effect; % of control where 0% means no effect; nearly all actives have a fitted effect of over 55% in size
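Hoechst fluorescence of nuclei (405 nm excitation, 500-530 nm emission) measured by plate-scanning imager after 48 hr compound exposure at 37 C; re-replication scored as increased number of nuclei with elevated intensity.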
KB-3-1 cytotox: qHTS assay for MDR1-selective chemotherapeutics: Primary screen using the parental adenocarcinoma cell KB-3-1; 400,000 compounds, 1.4% hits; Potency, µM (highest dose often 46.1 µM), inactives show at the highest dose activity change, negative = cytotoxic, actives largely listed as cytotoxic; KB-3-1 viability, CellTiter-Glo ATP luminescence, 72 h; also: potency is read from the fitted curve at half-maximal effect; % is scaled to controls: 0 for no effect and ±100 for the full control effect; nearly all actives have a fitted effect of over 60% in size
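KB-3-1 cells, DMEM (no phenol red) + 10% FBS; compound by pin transfer, 72 h, 37 °C. Readout: CellTiter-Glo luminescence after 10 min. Data normalized, curve-fitted.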
MCF10A rerep: A quantitative high throughput screen for small molecules that induce DNA re-replication in MCF 10a normal breast cells | Potency, µM (titrated, usually from 46.1 µM), for inactives: top-dose activity, positive = re-replication, usual class: activators | MCF 10A DNA re-replication, Hoechst nuclear intensity, 48 h | 350,000 compounds, 2.9% hits; also: potency is read from the fitted curve at half-maximal effect; % of control where 0% means no effect; nearly all actives have a fitted effect of over 50% in size
HT1080 IDH1KD tx: qHTS for induction of synthetic lethality in tumor cells producing 2HG: qHTS for the HT-1080-IDH1KD cell line | HT-1080 IDH1 knockdown viability, ATP luminescence, 48 h | Potency, µM (doses to about 46.1 µM), without a hit: top-dose activity, negative = toxicity, most hits filed as cytotoxic | 360,000 compounds, 2% hits;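 also: potency is read from the fitted curve at half-maximal effect; 0% = DMSO wells and -100% = cell-free medium wells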
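Cytotoxicity counter-line: IDH1KD HT-1080, 48 h, CellTiter-Glo. Curves classed by r2, magnitude and activity.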
KB-V1 MDR tox: qHTS assay for MDR1-selective chemotherapeutics: Primary screen using the drug-selected MDR subline cells KB-V1. KB-V1 MDR cells viability, CellTiter-Glo, 72 h. Potency, µM (top dose mostly 46.1 µM), for inactives: at the highest dose activity change, negative = cytotoxicity, usual class: cytotoxic. 400,000 compounds, 3.4% hits; also: potency is read from the fitted curve at half-maximal effect; % is scaled to controls: 0 for no effect and ±100 for the full control effect; nearly all actives have a fitted effect of over 60% in size
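Readout: CellTiter-Glo luminescence, 10 min after addition. Cells: KB-V1 MDR subline, 72 h at 37 degrees C with compound. Analysis: corrected, normalized data fitted to concentration-effect curves.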
IL1B secr inh: qHTS for Inhibitors of Inflammasome Signaling: IL-1-beta AlphaLISA Primary Screen; activity change, % at 57.5 µM; 360,000 compounds, 4.7% hits; AID 743279, 2014; THP-1 LPS/ATP IL-1B secretion, AlphaLISA, 16 h; active compounds read low; in the data active = activity change below about -50%; inconclusive = mostly about -30% to -49%; also: % is scaled to controls: 0 for no effect and ±100 for the full control effect
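Secreted IL-1B measured by AlphaLISA bead assay after 16 h compound exposure of THP-1 cells; compounds (final up to 57.5 uM) added 1 h before LPS (250 ng/mL) and ATP (1.25 mM) stimulation; lower signal means less secretion.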
ATXN viability: Viability Counterscreen for Primary qHTS for Inhibitors of ATXN expression; S2 cells (HEK-293 line with an ATXN2-luciferase reporter) viability, CellTiter-Fluor protease fluorescence, 24 h; Potency, µM (doses to about 56.7 µM), hits mostly cytotoxic; 400,000 compounds, 0.49% hits; also: potency is read from the fitted curve at half-maximal effect; nearly all actives have a fitted effect of over 40% in size
ATXN2 expr inh: Primary qHTS for Inhibitors of ATXN expression; 360,000 compounds, 0.72% hits; HEK-293 ATXN2-luciferase reporter, luminescence, 24 h; Potency, µM (titrated, usually from 57 µM), inactives show at the highest dose activity change, negative = inhibition, usual class: inhibitors; also: potency is read from the fitted curve at half-maximal effect; % is scaled to controls: 0 for no effect and ±100 for the full control effect; nearly all actives have a fitted effect of over 55% in size
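qHTS (up to 57 uM final) was run with 24 h compound exposure of reporter cells at 37 °C. Each well was multiplexed: SteadyGlo luminescence measured ATXN2-luciferase expression after a fluorogenic Gly-Phe-AFC viability readout (25 uM final).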
Starred values were filed as active, the others as inactive; i = inactive; ? = inconclusive; · = no result given; [ ] = another dose, or the depositor's remark. Unless noted, calls follow the shape of the dose curve; as a rule, active = well fitted curve in the direction sought with a large enough effect; inconclusive = small, poorly fitted or top-dose-only effect, or another doubt; inactive = no such curve, though single readings can be large; an effect the other way counts as inactive or inconclusive.

SMILES | HT1080-NT tox | SW480 rerep | KB-3-1 cytotox | MCF10A rerep | HT1080 IDH1KD tx | KB-V1 MDR tox | IL1B secr inh | ATXN viability | ATXN2 expr inh
C#CCNC(=O)C1=C[C@@H](C2CC2)[C@H](CCCO)[C@@H](OCC)O1 | 12% | -8% | -4% | -18% | 10% | -10% | 7 | i | 12%
CC(C)(C)NC(=O)C(c1ccc(O)cc1)N(C(=O)CCC(=O)Nc1nccs1)c1ccccc1F (stereo not given) | -1% | 0% | -3% | 21% | 12% | 20% | -3 | i | -25%
CCn1cc(C(=O)NCCN(C)CCc2ccccc2)c(=O)c2cc(S(=O)(=O)N(C)C)ccc21 | 2% | ? | -2% | -4% | -3% | -25% | -18 | i | -1%
O=C(CN1C(=O)COc2ccccc21)NCc1ccccn1 | 17% | -5% | 0% | -24% | 8% | 27% | -1 | i | 16%
O=C(CN1C2=NCCN2c2ccccc21)c1ccc(Br)s1 | -2% | ? | -11% | 2% | 2% | -1% | -18 | i | -35%
COC(=O)c1ccc(Cn2cnc3ccccc3c2=O)cc1 | 6% | -3% | -9% | 1% | 2% | -23% | -3 | i | 9%
COC(=O)c1ccc2nc(-c3cccc(Br)c3)c(Cc3ccccc3OC)n2c1 | 10% | · | -29% | · | 12µM* | 4% | 0 | i | 8%
O=C(O)c1cccc(Nc2nc(Nc3ccccc3)nc(N3CCCC3)n2)c1 | ? | -4% | 14% | -4% | -2% | 4% | 48 | i | 1%
CC(=O)N1CCCc2ccccc21 | 2% | ? | -10% | -4% | 3% | 4% | 21 | i | 0%
C/C(CC(=O)Nc1cc(C)ccn1)=N\NC(=O)C(=O)NC(C)C | 7% | -23% | 13% | -11% | 12% | 25% | 17 | i | 2%
O=C(O)c1ccccc1Nc1ccnc(C(F)(F)F)c1 | -10% | -7% | ? | ? | -7% | 0% | 30 | i | 1%
Cc1nc(Cl)c2c(n1)NC1=C(O2)C(=O)CCC1 | 1% | ? | 6% | -30%[inhibitor] | 0% | 0% | 9 | · | -18%
COCCCNC(=O)Nc1cc(C(=O)NCc2ccc(OC)cc2)ccc1N1CCCC1 | · | · | 2% | · | · | 0% | · | i | 34%
COC(=O)c1sc2ncccc2c1OCc1ccc(Cl)cc1Cl | -1% | 9% | 0% | -182%[0.0737 µM] | -5% | -9% | -12 | i | -37%
C=Cn1cc(CNC[C@H]2O[C@@H](n3cnc4c(=O)[nH]c(N)nc43)[C@H](O)[C@@H]2O)c(C)n1 | 5% | · | 0% | · | 13% | 4% | 20 | i | 5%

Entries of single compounds from above. Order of screens: HT1080-NT tox	SW480 rerep	KB-3-1 cytotox	MCF10A rerep	HT1080 IDH1KD tx	KB-V1 MDR tox	IL1B secr inh	ATXN viability	ATXN2 expr inh
Record of O=C(CN1C2=NCCN2c2ccccc21)c1ccc(Br)s1 → -2%	?	-11%	2%	2%	-1%	-18	i	-35%
Record of COC(=O)c1ccc2nc(-c3cccc(Br)c3)c(Cc3ccccc3OC)n2c1 → 10%	·	-29%	·	12µM*	4%	0	i	8%

The listing picks up with the two entries that preceded the break.
SMILES | HT1080-NT tox | SW480 rerep | KB-3-1 cytotox | MCF10A rerep | HT1080 IDH1KD tx | KB-V1 MDR tox | IL1B secr inh | ATXN viability | ATXN2 expr inh
COC(=O)c1sc2ncccc2c1OCc1ccc(Cl)cc1Cl | -1% | 9% | 0% | -182%[0.0737 µM] | -5% | -9% | -12 | i | -37%
C=Cn1cc(CNC[C@H]2O[C@@H](n3cnc4c(=O)[nH]c(N)nc43)[C@H](O)[C@@H]2O)c(C)n1 | 5% | · | 0% | · | 13% | 4% | 20 | i | 5%
CCc1nc(N[C@H](C(=O)O)C(C)C)c2oc3ccccc3c2n1 | 3% | ? | -1% | -3% | 0% | -11% | 28 | i | 6%
CCOc1ccccc1-c1noc(CSc2nnc(-c3ccccc3)n2-c2ccc(F)cc2)n1 | · | · | -21% | · | · | ? | · | i | -6%
Cc1ccccc1Nc1nn2c(=O)c3ccc(C(=O)NCCc4ccc(Cl)cc4)cc3nc2s1 | · | · | -1% | · | · | 3% | · | i | -21%
COc1ccccc1-n1c(-c2ccccc2)c[nH]c1=S | 0% | -7% | 1% | 5.2µM* | 1% | -25% | 41 | ? | -21%
COc1cccc(Nc2ccc([N+](=O)[O-])c3nonc23)c1 | 15µM* | ? | -12% | -4% | 23µM* | -1% | 41 | ? | -12%
Cc1cc(N(CCO)Cc2ccccc2)n2nc(-c3ccc(C(C)(C)C)cc3)nc2n1 | · | · | 4% | · | · | 5% | · | i | 14%
O=C(CSc1nnc(Cc2ccccc2)n1-c1cccc(Cl)c1)NNC(=O)Cc1ccccc1 | 12% | · | -11% | 9% | 20% | 1% | 0 | i | 7%
Cc1ccc(S(=O)(=O)n2nc(C)c(C#N)c2N)cc1 | 1% | -3% | 6% | 6% | -1% | 4% | -12 | i | -6%
Cc1cc(CCCCCCCCc2cc(C)cc(=O)o2)oc(=O)c1 | 6% | -8% | -1% | 1% | -7% | 7.3µM* | 7 | i | -8%
COc1ccc(NC(=S)N2CCC(NC(=O)c3cccc(F)c3)CC2)cc1 | 17% | 0% | 0% | 3% | 17% | -5% | 9 | i | -3%
CCOC(=O)c1cnc(-n2nc(C)cc2C)nc1NNc1cc(C)nc(-c2ccccc2)n1 | -25% | ? | ? | ? | -24% | ? | 44 | ? | 7.1µM*
COc1ccccc1NC(=O)c1cc[n+](C)cc1 | 3% | -3% | 5% | -1% | 5% | 6% | 19 | i | ·
Cc1ccc(-n2c(SCC(=O)Nc3cc(S(=O)(=O)N4CCOCC4)ccc3Cl)nc3ccccc3c2=O)cc1 | 7% | 2% | 21% | 0% | 1% | 8% | 7 | i | 18%
Nc1nnnn1/N=C/c1cccc(Oc2ccccc2)c1 | 2% | -1% | 13% | 0% | 4% | -1% | 3 | i | 20%
Nc1ccccc1C(=O)Nc1ccc(Cl)cc1Cl | 11% | 17% | -16% | ? | 3% | ? | -2 | i | 120%[activator]
Cc1ccc(C(=O)NC23CC4CC(CC(C4)C2)C3)c(Cl)c1 | ? | -1% | -11% | 19% | 3% | 3% | 18 | ? | ·
COc1ccc(CCN2C(=O)c3[nH]nc(-c4ccccc4O)c3C2c2cccc(O)c2)cc1OC (stereo not given) | ? | 1% | 0% | 15% | ? | 17% | -29 | ? | -32%
Fc1ccc(N2CCN(c3ncnc4c3nnn4Cc3ccccc3Cl)CC2)cc1 | 5% | -2%[9.22 µM] | ? | ? | 10% | 0% | -10 | i | -24%
COc1ccccc1-c1noc(-c2ccccc2C(=O)NCC2CCCO2)n1 (stereo not given) | -19% | -1% | -24% | -1% | -15% | -5% | 12 | i | 9%
CCOc1cccc(-c2c(C(=O)N/N=C/c3ccc(C)s3)nnn2-c2nonc2N)c1 | -20% | -9% | 0% | 2% | -17% | 0% | 15 | i | -11%
Cc1ccc(S(=O)(=O)Cn2nnnc2CN(Cc2ccco2)CC2CCCO2)cc1 (stereo not given) | 10% | -7% | 8% | 0% | 17% | -11% | -22 | i | 3%
O=C(Nc1ccc(-n2nncc2-c2ccco2)cc1)c1cc2ccccc2oc1=O | ? | 16% | 18% | ? | ? | -5% | 16 | i | 5%
O=c1c(Cl)cc(Cl)nn1-c1ccccc1 | ? | ? | ? | 5.8µM* | ? | ? | -100* | · | ?
Cc1ccc(CNC(=O)CCn2cc(-c3ccc(F)cc3)nc2-c2ccncc2)cc1 | -6% | -9% | -8% | ? | -11% | 0% | 5 | ? | -7%
C/C(=N\NC(=O)CC(C)C)c1c(C(F)(F)F)[nH]n(-c2nc3ccccc3s2)c1=O | ? | -8% | ? | 0% | ? | ? | 1 | i | 8%
CCCN(C(=O)c1cc2c(=O)oc3ccc(C)cc3c2s1)c1ccc(OCC)cc1 | · | · | 6% | · | · | 17% | · | i | 7%
CCOC(=O)c1c(CN2CCN(CCO)CC2)n(C)c2cc(Br)c(OC)cc12 | ? | ? | 4% | ? | ? | ? | -12 | i | -16%
COc1ccc(C(=O)c2cc(OC)c(OC)c(OC)c2)cc1OC | ? | 3.7µM* | 5.8µM* | 3.7µM* | 12µM* | -27% | 43 | ? | -3%
CC1=C(c2ccc(C)c(C)c2)S(=O)(=O)N=C1N1CCC(C(=O)NCc2ccc(N(C)C)cc2)CC1 | · | · | 6% | · | · | 8% | · | i | 13%
COc1ccc2c(c1OC)c(=O)n1c3ccc(OC(C)C(=O)NCCN4CCOCC4)cc3c3ccnc2c31 (stereo not given) | -4% | ? | 0% | -5% | -4% | -24% | ? | i | -24%
O=C(NNC(=O)c1cccc(S(=O)(=O)N2CCc3ccccc32)c1)c1ccccc1 | -7% | ? | ? | 0% | ? | ? | 30 | i | -27%
Cc1ccc(C)c(S(=O)(=O)N2CCCOC2CNC(=O)C(=O)NCCN2CCOCC2)c1 (stereo not given) | 3% | 0% | 0% | 3% | 4% | 4% | 16 | i | 4%

Records listed above marked active in SW480 rerep.
Compound | SW480 rerep | IL1B secr inh
COc1ccc(C(=O)c2cc(OC)c(OC)c(OC)c2)cc1OC | 3.7µM* | 43

Screening data: PubChem BioAssay, National Center for Advancing Translational Sciences (NCATS)
